# Screens (PubChem BioAssay)
# DRD3 antagonist – D3 dopamine receptor (human) antagonism. P35462. D3R cells, DiscoveRx beta-arrestin luminescence, antagonist mode; active compounds read low. max response, negative = inhibition, %. 360,000 tested, 2.5% active; in the data active means max response below about -50%; inconclusive means no clear call, values can overlap the other calls; further: on the % scale 0 is the no-effect control and ±100 the full control effect; mostly tested at two doses, the higher about 12 µM
# Target sequence (P35462 whole entry, looked up): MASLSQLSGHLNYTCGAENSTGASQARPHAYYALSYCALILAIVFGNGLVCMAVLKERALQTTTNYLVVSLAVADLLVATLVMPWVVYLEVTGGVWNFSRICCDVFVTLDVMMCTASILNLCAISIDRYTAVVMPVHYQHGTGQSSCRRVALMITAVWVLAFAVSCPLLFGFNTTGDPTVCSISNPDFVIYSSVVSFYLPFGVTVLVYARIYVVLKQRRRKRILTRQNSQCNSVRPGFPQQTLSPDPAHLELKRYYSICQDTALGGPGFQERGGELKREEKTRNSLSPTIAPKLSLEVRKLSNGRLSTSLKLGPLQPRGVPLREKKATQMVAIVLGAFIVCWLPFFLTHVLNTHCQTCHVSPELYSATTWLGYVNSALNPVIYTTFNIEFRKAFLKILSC
#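 Cells plated overnight at 1500 cells/well, then exposed to library compounds with dopamine controls for 90 minutes at 37 degrees C. DiscoveRx reagent added for 30–60 minutes at room temperature; luminescence read, quantitative HTS format.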
# GLP1R cytotox – cytotoxicity counter-screen for GLP-1 receptor inverse agonists | HEK293 cAMP-luciferase reporter cells, luminescence, 24 h | AID 624418 | 410,000 tested, 0.13% active | Potency, µM (highest dose often 38.3 µM), for inactives: at the top dose activity change, negative = inhibition, usual class: inhibitors;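 further: loss of luciferase light is scored as toxicity; potency means the concentration at half of the fitted maximal effect; on the % scale 0 is the no-effect control and ±100 the full control effect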
#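 1536-well qHTS counterscreen of the MLSMR; 200 cells/uL, 12 h pre-incubation, 23 nL cpd, 24 h at 37 deg C 5% CO2, luciferase detection reagent, 12 min RT, luminescence. Inhibition = undesired.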
# GLP1R inv ag – GLP-1 receptor (human) inverse agonism; P43220; Potency, µM (doses to about 38.3 µM), for inactives: at the highest dose activity change, negative = inhibition, actives largely listed as inhibitors; 410,000 tested, 1.6% active; HEK293 GLP-1R CRE-luciferase, luminescence, 24 h; GLP-1R form is constitutively active; further: potency means the concentration at half of the fitted maximal effect; on the % scale 0 is the no-effect control and ±100 the full control effect; nearly all actives have a fitted effect of over 55% in size
# Target sequence (P43220 whole entry, looked up): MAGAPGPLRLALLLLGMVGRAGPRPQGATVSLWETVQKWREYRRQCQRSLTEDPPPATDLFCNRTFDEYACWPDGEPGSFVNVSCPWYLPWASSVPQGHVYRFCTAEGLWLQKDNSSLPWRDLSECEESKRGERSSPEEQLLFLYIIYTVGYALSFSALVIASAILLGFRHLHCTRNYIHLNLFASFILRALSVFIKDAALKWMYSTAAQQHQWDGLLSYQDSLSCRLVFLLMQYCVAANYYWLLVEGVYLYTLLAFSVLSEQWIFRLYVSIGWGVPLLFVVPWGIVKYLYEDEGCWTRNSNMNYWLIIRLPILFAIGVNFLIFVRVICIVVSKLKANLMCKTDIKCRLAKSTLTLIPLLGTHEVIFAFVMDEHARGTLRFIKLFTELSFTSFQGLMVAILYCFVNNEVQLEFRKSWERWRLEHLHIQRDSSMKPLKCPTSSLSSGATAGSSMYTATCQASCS
#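 Luminescence readout: a drop in cAMP-driven luciferase signal flags inverse agonism at a constitutively active GLP-1R stably expressed in HEK293. Compound exposure lasted 24 hr at 37 deg C, 5% CO2.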
# PTHR1 agonist – agonists of human PTHR1 parathyroid hormone receptor. Q03431. HEK293 GP2 PTHR1 cells, GloSensor cAMP luminescence, 1 h. Potency, µM (doses to about 115 µM), for inactives: top-dose activation, actives largely listed as activators. 410,000 tested, 0.075% active. AID 743266; further: potency means the concentration at half of the fitted maximal effect; nearly all actives have a fitted effect of over 55% in size; some results filed as inactive show a strong effect at the top dose; inactives centre near -15; many of its hits are not listed in these tables
#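 HEK-293-derived GP2 cells expressing PTHR1 and a GloSensor cAMP reporter, 3,000/well, plated overnight, given luciferin plus IBMX (each 0.5 mM as added) for 1 h at 37 °C, then compound for 1 h at 37 °C. Luminescence was read after 15 min at room temperature.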
# TDP43 rescue – inhibitors of TDP-43 toxicity in yeast; TDP-43 expressing yeast growth rescue, BacTiter-Glo, 24 h; Potency, µM (doses to about 46.1 µM), for inactives: at the top dose growth rescue (activation), actives largely listed as activators; 410,000 tested, 1.8% active; AID 652104; further: potency means the concentration at half of the fitted maximal effect; % of control where 0% means no effect; nearly all actives have a fitted effect of over 50% in size
#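 Luminescence from BacTiter-Glo reports growth of TDP-43-expressing yeast after 24 hr at 30 deg C with compound. Cells were raffinose-pregrown to mid-log, then seeded in galactose medium at OD600=0.02.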
# D3 ag – activates the human D3 dopamine receptor; AID 652048; 410,000 tested, 0.58% active; P35462; max activation, %; D3R DiscoveRx beta-arrestin cells, luminescence, 90 min; in the data active means max activation above about 30%; further: 0% is about no effect; mostly tested at two doses, the higher about 12 µM
#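 Agonist-mode cell screen: cells plated at 1500/well and incubated overnight at 37 °C, then exposed to library compounds for 90 min at 37 °C. Detection reagent was added for 30–60 min at room temperature, and luminescence was read.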
# GLP-1R agonist – agonists of human GLP-1 receptor. P43220. HEK293 GLP-1R CRE-luciferase, luminescence, 4-6 h; cells express a hypersensitive GLP-1R form. Potency, µM (top dose mostly 45.6 µM), for inactives: at the highest dose activation, hits mostly activators. 380,000 tested, 0.007% active; further: potency means the concentration at half of the fitted maximal effect; % of control where 0% means no effect
# KB-V1 cytotox – kills drug-selected multidrug resistant KB-V1 cells; KB-V1 MDR cells viability, CellTiter-Glo, 72 h; Potency, µM (top dose mostly 46.1 µM), for the others: top-dose activity change, negative = cytotoxicity, actives largely listed as cytotoxic; 400,000 tested, 3.4% active; AID 1347076; further: potency means the concentration at half of the fitted maximal effect; on the % scale 0 is the no-effect control and ±100 the full control effect; nearly all actives have a fitted effect of over 60% in size
#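 Cytotoxicity toward P-gp-expressing KB-V1 cells was determined as loss of CellTiter-Glo luminescence after 72 h at 37 degrees C. Compounds were tested in quantitative HTS format across a concentration range, with curves fitted to normalized data.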
# aSyn rescue – inhibitors of alpha-synuclein toxicity in yeast; Yeast expressing alpha-synuclein, growth rescue, BacTiter-Glo, 24 h; AID 652106; Potency, µM (series often up to 46.1 µM), for inactives: top-dose growth rescue (activation), most hits filed as activators; 370,000 tested, 0.14% active; further: potency means the concentration at half of the fitted maximal effect; % of control where 0% means no effect; nearly all actives have a fitted effect of over 65% in size
#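 Readout is rescue of growth in alpha-synuclein-expressing yeast, so inhibitors of toxicity appear as activators. Growth after 24 hr at 30 deg C in galactose medium is quantified by luminescence.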
# * hit, by the source's call; i = inactive; ? = inconclusive; . = not tested or not shown; & = joins results of further samples; [ ] = another dose, or the depositor's remark. Unless noted, the call rests on the fitted dose curve; in most records, active means well fitted curve in the direction sought with a large enough effect; inconclusive means small, poorly fitted or top-dose-only effect, or another doubt; inactive means no such curve, though single readings can be large; an effect the other way counts as inactive or inconclusive.
SMILES,DRD3 antagonist,GLP1R cytotox,GLP1R inv ag,PTHR1 agonist,TDP43 rescue,D3 ag,GLP-1R agonist,KB-V1 cytotox,aSyn rescue
O=C1CN(C(=O)COc2ccc(Cl)cc2)C(c2ccc(F)cc2)c2cc(Br)ccc2N1 (stereo unspecified),.,-28%,?,i,?,-1,.,?,.
COc1ccc(S(=O)(=O)N2CCCCC2)cc1NC(=O)c1c(F)cccc1Cl,0,-5%,-29%,-3%,-17%,8,-7%,-21%,-4%
COc1ccc(OCC(=O)Nc2nc3ccccc3[nH]2)cc1,35,-19%,1%,-6%[57.5 µM],-5%,-2,11%,-1%,-5%
O=C(NCCc1ccccc1)c1ccc(CS(=O)(=O)c2ccc(Br)cc2)o1,2,7%&-1%,-19%&-29%,-21%,10%&3%,2&1,2%,1%&1%,-5%
COc1cc(C(=O)N2CCN(c3ccc([N+](=O)[O-])cc3)CC2)ccc1OCc1c(C)noc1C,0,-18%,-12%,-28%[57.5 µM],2%,3,1%,?,1%
COc1cccc(-n2cc(-c3ccc(F)cc3)[nH]c2=S)c1,-6,2%,?,-11%,11µM*,1,18%,?,1%
Cc1cccc2nc(COc3ccc(Cl)c4cccnc34)cn12,-13,9%,-15%,-16%,-17%,-5,?,-20%,1%
CCC(C)[C@H](NC(=O)Nc1ccc(S(N)(=O)=O)cc1)C(=O)O (stereo partly specified),9,-9%,-8%,0%,21%,0,-8%,-1%,3%
Cc1cccn2c(=O)c(C=O)c(Cl)nc12,-27,8%,65%[activator],-31%[inhibitor],10µM*,-25,0%,?,21%
COC(=O)c1ccc(C)c(NC(=O)c2nn(C)c(=O)c3ccccc23)c1,4,1%,0%,-31%[inhibitor][57.5 µM],-15%,9,-11%,0%,4%
CCOC(=O)CNC(=O)CNC(=O)c1nn(-c2ccc(OC)c(OC)c2)c(=O)c2ccccc12,-2,0%,21%,-19%,6%,-4,3%,-9%,6%
COC(=O)C(Cc1c[nH]c2ccccc12)NC(=O)COc1ccc(Cl)cc1Cl (stereo unspecified),.,-13%,?,i,-35%[inhibitor],-5,.,.,?
CCOCCCn1c(SC(C)C(=O)NCC2CCCO2)nc2sc(C)c(C)c2c1=O (stereo unspecified),6,-15%,10%,-24%,-6%,4,-5%,-12%,-4%
CCOc1ccccc1NC(=O)Cn1cc(C(=O)c2ccc(Cl)cc2)c(=O)c2ccc(C)nc21,.,6%,-4%,-19%,14%,-4,.,2%,.
CC(C)c1nc2ccccc2n1CC(O)COC1CCCCC1 (stereo unspecified),-8,5%,-3%,i,-22%,5,5%,?,21%
Cc1ccc(N/C(C(Cl)=C(Cl)Cl)=C(/Cl)[N+](=O)[O-])c(C)c1,1,-16%,?,-34%[inhibitor],13µM*,-3,-2%,-24%,8%
Cc1ccc(S(=O)(=O)N(C)c2ccc(N)cc2)cc1,?,?,2%,i,0%,-1,4%,-3%,.
CN1CCN(C(=O)c2ccc(Cn3cc(Cl)cn3)o2)CC1,16,-12%,-3%,i,10%,0,-1%,-13%,-9%
CN(CCO)c1ccc2c(c1)OC[C@@H](Cc1ccccc1)NS2(=O)=O,0,0%,-19%,-22%,16%,-2,-4%,?,-10%
Cc1cc(C)n(CCNC(=O)CCc2nnc(CCc3ccccc3)o2)n1,27,-18%,13%,i,18%,1,-1%,15%,2%
CC(C)(C)NC(=O)Cn1nnc(-c2ccc(S(C)(=O)=O)cc2)n1,12,6%,0%,i,-13%,2,1%,24%,-2%
CC(=O)Nc1cc(-c2ccc(N3CCN(C)CC3)cc2)cn2c(-c3cccc(C(=O)N(C)C)c3)cnc12,9,6%,15%,i,8%,4,5%,6%,-11%
CC(O)[C@H]1CNC(=O)C(=O)N1CCCCC1CCCCC1 (stereo partly specified),10,-30%,6%,i,4%,-11,13%,20%,-1%
Cc1ccccc1C(=O)N1CCC(C(=O)Nc2ccccn2)CC1,-12,3%,-6%,-17%,-15%,-10,0%,-12%,1%
O=C(Nc1ccc(N2CCOCC2)c(S(=O)(=O)Nc2ccccc2Cl)c1)c1ccccc1,0,-9%,?,-77%[inhibitor],0%,8,8%,-15%,6%
CC(=O)Nc1ccc(S(=O)(=O)NCCC(=O)OCC(=O)NNC(=O)c2ccccc2)cc1,?,5%,9%,-3%,0%,6,5%,3%,-11%
O=C(Nc1ccc2c(c1)OCO2)NC1(C(F)(F)F)Oc2ccccc2O1,29,2%,0%,-1%,-1%,3,-4%,0%,.
CCN1CCN(c2ccc(S(=O)(=O)N3CCOCC3)cc2NC(=O)c2cc(Cl)nc3ccccc23)CC1,11,-7%,3%,i,22%,3,23%,?,0%
O=C(c1cccc(Br)c1)N1CCCc2ccccc21,9,6%,?,i,-4%,-2,-1%,8%,1%
Cc1nc2cnccc2n1C,1,1%,16%,-20%,-27%,2,0%,-4%,0%
CCOC1=NN(c2ccccc2)C(=O)/C1=C\N(C)C,13,-14%,7%,-32%,-10%[0.397 µM],0,8%,12%,2%
C[C@@H]1COc2cc(N3CCSCC3)ccc2S(=O)(=O)N1,41,-1%,13%,1%,19%,5,3%,0%,0%
COCCNC(=O)C1(C)CCCN(Cc2sc(C)nc2C)C1 (stereo unspecified),?,-8%,14%,-13%,5%,-1,8%,-11%,-1%
CN(C(=O)c1cccc(NC(=O)Cc2cccc(NC(=O)C3CCCN(C(=O)C4CCCCC4)C3)c2)c1)C1CCC1 (stereo unspecified),0,-8%,2%,-40%[inhibitor],36%,9,0%,0%,-5%
O=C(CCc1nnc2ccc(NCc3ccco3)nn12)N1CCN(c2ccccc2)CC1,-10,-8%,14%,-29%,-9%,7,12%,21%,1%
O=C(Nc1ccc2c(c1)OCO2)c1cc(C2CCCN(C(=O)CCc3ccccc3)C2)on1 (stereo unspecified),-26,-22%,?,i,22µM*,-8,6%,2%,-4%
CC(=O)c1c(C)[nH]c(C(=O)NCCc2cccc(C)c2)c1C,14,-1%,-17%,-15%[57.5 µM],-3%,-5,0%,-20%,-7%
O=C(/C=C/c1ccccc1)OCCN=C1NS(=O)(=O)c2ccccc21,-13,18%,-11%,-3%,-5%,-11,0%,-17%,-4%
O=C(NC1CCCCCC1)C(=O)NC1CCCC1,-18,78%[activator],24%,i,-7%,-2,-8%,28%,-8%
COc1ccccc1C(=O)Nc1ccc2ccccc2c1,10,-12%,?,-7%,-1%,-3,7%,-1%,-2%
Cc1ccc(S(=O)(=O)N/N=C/c2ccccc2F)cc1[N+](=O)[O-],-18,2%,18%,-37%[inhibitor],9%,-9,-3%,4%,-4%
CCOc1ccccc1CNC(=O)c1cc(-c2ccc(C)c(C)c2)nc2ccccc12,.,5%,-7%,i,16%,13,.,0%,.
Cc1cccc(NC(=O)Nc2cccnc2)c1C,-7,2%,4%,-6%,-16%,-10,-5%,28%,-3%
CCCCCC(=O)N1CC2(C)CN(C(=O)CCCCC)CC(C)(C1)C2=O,8,-12%,0%,-24%,8%,3,8%,?,1%
O=C(c1ccc(-c2nnc(Nc3cccc(Cl)c3)c3ccccc23)cc1)N1C[C@H]2C[C@H](C1)c1cccc(=O)n1C2,-11,-6%,-12%,i,18%,1,6%,15%,2%
CC(=O)Nc1cccc(NC(=O)c2cc(-c3cccnc3)nc3ccc(Cl)cc23)c1,38,-1%[7.66 µM],?,i,-1%,0,0%,-12%,-1%
O=C(NCc1cnc2ccccn12)C1CCC(=O)N(Cc2ccccc2F)C1 (stereo unspecified),-3,3%,7%,i,2%,1,-4%,?,5%
NC(c1ccccc1)c1csc(NC(=O)NCCc2ccccc2)n1 (stereo unspecified),?,7%,?,i,24%,-6,-2%,5%,8%
COc1ccc(N=Nc2c(C)[nH]c3ccccc23)cc1,-23,9%,?,i,-91%[inhibitor],0,6%,-2%,0%
Cc1ccc(OCC(=O)c2cc(C)n(C)c2C)c([N+](=O)[O-])n1,14,-10%,0%,i,-8%,-1,4%,12%,-5%
COCC1OS(=O)(=O)NC(CC(=O)SC(C)(C)C)C1C (stereo unspecified),-8,-2%,8%,0%,-15%,-28,-5%,0%,-3%
CC(C(=O)NCc1ccccc1Cl)n1ccc2cc(S(=O)(=O)N3CCCCC3)ccc21 (stereo unspecified),.,4%,?,-13%,20%,6,.,-18%,.
O=C(N/N=C/c1ccc([N+](=O)[O-])o1)C(O)c1ccccc1 (stereo unspecified),-14,-13%,1%,i,24%,-14,-2%,-17%,1%
CC(C)NC(=O)c1cccc(Cn2cc(Cl)cn2)c1,-8,-3%,0%,i,7%,-2,2%,?,-10%
Cc1cc(C)cc(NC(=O)C(=O)NCC(c2ccc3c(c2)OCO3)N2CCOCC2)c1 (stereo unspecified),.,1%,9%,-11%,5%,-15,.,.,.
CN(C)S(=O)(=O)Nc1ccc(C(=O)O)cc1,23,-5%,1%,-5%,15%,2,-9%,10%,.
c1ccc(-c2cn3nc(-c4ccccc4)c(-c4ccccc4)nc3n2)cc1,-8,.,-21%,-2%[57.5 µM],?,2,6%,13µM*,10%
COc1ccc(C(=O)N2CCC(C(=O)Nc3ccc(OC)c(OC)c3)CC2)cc1,20,-6%,5%,-19%[57.5 µM],-6%,-5,1%,7%,5%
Cc1ccc2[nH]c3c(NCc4ccccc4)ncnc3c2c1,-6,-18%,?,-28%,-1%,-12,1%,-3%,16%

# These rows are one share of the data (hit frequency here may not be typical).
